# Screening results: PubChem BioAssay, Broad Institute
# STK33 inh: blocks human STK33 kinase activity; Q9BYT3; purified STK33, MBP phosphorylation, ADP-Glo luminescence; inhibition, % at 10 µM; 320,000 compounds, 0.073% hits;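 active = inhibition at or above 25%, using the most active replicate where run in duplicate; inactive = inhibition below 25%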
# Target sequence (Q9BYT3 whole entry, looked up): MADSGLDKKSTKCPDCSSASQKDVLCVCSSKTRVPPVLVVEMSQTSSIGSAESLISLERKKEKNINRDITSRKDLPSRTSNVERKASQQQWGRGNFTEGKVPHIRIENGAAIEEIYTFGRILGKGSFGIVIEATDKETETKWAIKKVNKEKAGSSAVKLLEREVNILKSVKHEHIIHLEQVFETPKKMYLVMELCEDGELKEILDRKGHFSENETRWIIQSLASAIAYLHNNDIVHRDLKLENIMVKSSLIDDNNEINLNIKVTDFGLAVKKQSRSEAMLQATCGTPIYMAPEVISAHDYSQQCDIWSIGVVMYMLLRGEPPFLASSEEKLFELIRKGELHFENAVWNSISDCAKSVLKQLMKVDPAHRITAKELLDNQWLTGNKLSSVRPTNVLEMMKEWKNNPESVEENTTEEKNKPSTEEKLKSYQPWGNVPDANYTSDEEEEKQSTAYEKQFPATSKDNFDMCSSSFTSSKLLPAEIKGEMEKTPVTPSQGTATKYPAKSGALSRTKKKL
# Starred values were filed as active, the others as inactive. A portion of the library; the hit share may differ from the screen's.
STK33 inh	structure
0.3	C=CC[C@H](CC(=O)N(CCO)Cc1ccccc1)C(=O)N[C@H](COC(=O)[C@@H](CC=C)Cc1ccc(F)cc1)C(C)(C)C
-0.2	O=C(COc1c(F)c(F)cc(F)c1F)NNC(=O)CC1CCS(=O)(=O)C1 (stereo not drawn)
-0.1	COc1cc(C(=O)OCCNC(=O)c2cccnc2)cc(OC)c1OC
1.6	COc1ccc(NS(=O)(=O)c2ccc(C(=O)N3CCCCCC3)cc2)cc1
-2.7	Cc1csc(SCC(=O)NC2CCS(=O)(=O)C2)n1 (stereo not drawn)
-1.3	CCN(CC)C(=O)c1nc[nH]c1C(=O)N(CC)CC
-0.1	O=C(COC(=O)c1ccc([N+](=O)[O-])o1)Nc1ccc2c(c1)OCO2
1.5	Cn1nnnc1Sc1ncnc2scc(-c3ccccc3Br)c12
-1.0	COc1ccc(/C=C/C(=O)OCC(=O)NC2CC2)c(OC)c1
-0.4	Cc1ccc(C(=O)OCC(=O)Nc2cc(C(C)(C)C)no2)c(C)c1
0.4	COC(=O)c1c(C)[nH]c(C(=O)C(C)OC(=O)c2cc(C)oc2C)c1C (stereo not drawn)
3.5	CCn1c(SCC(=O)Nc2ccc3[nH]c(=O)[nH]c3c2)nc2ccccc21
-0.1	O=C(COC(=O)C1CCCCC1)Nc1cccc(F)c1
-1.1	CN=C(Nc1cccc(S(=O)(=O)N2CCOCC2)c1)c1ccccc1
-2.4	CCCCN(C(=O)c1cc2c(s1)CCCCC2)c1c(N)n(CCC)c(=O)[nH]c1=O
-1.3	COCCN(Cc1ccccc1)C(=O)Cc1ccc(S(=O)(=O)N2CCOCC2)s1
-0.6	O=C(NCC(=O)N1CCN(C(=O)c2ccccc2)CC1)c1ccc(Cl)cc1Cl
-1.1	Cc1ccc(C)c(SCC(=O)Nc2ccc(C)c(S(=O)(=O)N3CCOCC3)c2)c1
-1.4	COc1ccc(N2C(=NC(=O)c3ccc(Br)cc3)SC3CS(=O)(=O)CC32)cc1 (stereo not drawn)
-1.8	Cc1cc(NC(=O)CN(C)CC(=O)Nc2ccc(Cl)c(C(F)(F)F)c2)no1

# Look-ups from the list.
# STK33 inh, `Cc1csc(SCC(=O)NC2CCS(=O)(=O)C2)n1` (stereo not drawn) is entered as -2.7
# STK33 inh, `Cc1ccc(C(=O)OCC(=O)Nc2cc(C(C)(C)C)no2)c(C)c1` is entered as -0.4

# (more compounds)
STK33 inh	structure
0.0	Cc1cc(C(=O)CN2C(=O)c3ccccc3S2(=O)=O)c(C)n1C(C)C
-1.2	CC1CCN(C(=O)Cn2cc([N+](=O)[O-])ccc2=O)c2ccccc2S1 (stereo not drawn)
-1.9	CC(C)(C)OC(=O)C[C@@H]1C/C=C\C[C@H](CC(=O)N[C@@H](CO)Cc2ccccc2)C(=O)N[C@H](C(C)(C)C)COC1=O
0.2	Cc1cc(NC(=O)CSc2nccn2-c2cccc(F)c2)no1
0.0	O=C(COc1ccccc1Br)N1CCN(C(=O)c2cccs2)CC1
-2.1	COc1ccc(NS(=O)(=O)c2cc([N+](=O)[O-])ccc2NN=Cc2ccccc2OCC(=O)O)cc1
-0.4	Cc1cc(C)cc(OCC(=O)Nc2ccc(-n3cnnn3)cc2)c1
-1.9	COc1ccc(O)c(C(=O)c2cnn(S(=O)(=O)c3ccc(C)cc3)c2)c1
0.2	O=C1CN(C(=O)COC(=O)CCS(=O)(=O)c2ccccc2Cl)c2ccccc2N1
0.8	COc1ccc(N2CCN(C(=O)c3cc4c(s3)CCCCC4)CC2)cc1
-0.9	COc1cccc(Nc2nn3c(=O)c4ccccc4nc3s2)c1
-0.3	CCCCN(Cc1nc2ccccc2c(=O)[nH]1)C(=O)COc1ccc(F)cc1Cl
0.2	CC1CCCCC12NC(=O)N(CC(=O)NCCc1ccccc1)C2=O (stereo not drawn)
-1.3	COc1ccc(Cl)cc1C(=O)NNC(=O)CCNS(=O)(=O)c1ccccc1
0.0	CC(=O)Nc1ccc(SCCN2CC[C@@H](C(C)(C)C)CCC2=O)cc1
3.4	COc1ccc(CCNC(=O)COc2ccc3c(c2)OCO3)cc1
-1.2	COc1ccc(NC(=O)Nc2cccc3c2O[C@H](CN(C)S(=O)(=O)c2cccs2)[C@@H](C)CN([C@H](C)CO)C3=O)cc1
0.7	Cc1cccc(NC(=O)C2CC(=O)N(c3ccc4c(c3)OCCO4)C2)n1 (stereo not drawn)
4.6	O=C(NC1CC1)c1cccc(NC(=O)c2cn3ccccc3n2)c1
-1.0	CCN(CC(=O)Nc1ccc(NC(C)=O)cc1)C(=O)c1ccc(N2CCC(C)CC2)c([N+](=O)[O-])c1

# Following part
STK33 inh	structure
2.8	CCC(C)(O)C(=O)N[C@H]1CCCN1C(=O)/C=C/c1ccccc1 (stereo partly drawn)
-1.2	O=C(Cc1c(F)cccc1Cl)NNC(=O)c1ccc(Br)s1
1.1	CC1CCCCC12NC(=O)N(CC(=O)N1CCN(S(=O)(=O)Cc3ccccc3)CC1)C2=O (stereo not drawn)
-0.5	Cc1ccc(C(=O)OCC(=O)Nc2cccc(S(=O)(=O)N3CCOCC3)c2)o1
-0.2	COc1ccc(S(=O)(=O)N2CCN(CC(=O)NCC3(N4CCOCC4)CCCCC3)CC2)cc1
-0.2	CC1(C)C(=O)Nc2ccccc2N1C(=O)COc1ccccc1C#N
-2.2	O=C(COC(=O)CN1CCSC1=O)Nc1ccc(F)cc1Cl
-1.3	Cc1ccc(SCC(=O)N(C)C2CCS(=O)(=O)C2)c(C)c1 (stereo not drawn)
-0.6	Cc1cccc(N(Cc2ccccc2)C(=O)CN2C(=O)NC3(CCCCC3C)C2=O)c1 (stereo not drawn)
-1.3	CCN(C(=O)CSc1cccc[n+]1[O-])C1CCCCC1
-0.7	CCSc1nc(-c2ccccc2)cc(=O)[nH]1
2.5	Cc1ccc(S(=O)(=O)N(C)C)cc1NC(=O)C(C)OC(=O)C1CCC1 (stereo not drawn)
-0.9	COc1ccc(NC(=O)c2cc(-c3ccco3)nc3ccccc23)cn1
-0.6	O=C(COC(=O)CNC(=O)c1ccc(Cl)c([N+](=O)[O-])c1)NNC(=O)c1ccccc1F
0.8	COc1ccccc1C(=O)NS(=O)(=O)c1ccc(C)cc1
-0.6	CC1CCCC(NC(=O)COC(=O)c2ccc(Cl)nc2)C1C (stereo not drawn)
-0.7	Cc1ccc(CN2CC(=O)N3[C@H]4c5ccccc5OC[C@@H]4[C@H](c4ccccc4)[C@]3(C)C2=O)cc1
-2.0	CC(C)(C)OC(=O)N1CCC(NC(=O)c2nc[nH]c2C(=O)NCc2ccccc2)CC1
-4.4	CCc1ccc(NC(=O)COC(=O)CCC2CCCC2)cc1
-0.5	N#Cc1ccccc1S(=O)(=O)N1CCN(C(=O)CCc2ccccc2)CC1

# Reformatted: results already given
canonical_smiles | STK33 inh
COc1cc(C(=O)OCCNC(=O)c2cccnc2)cc(OC)c1OC | -0.1
COc1ccc(NS(=O)(=O)c2ccc(C(=O)N3CCCCCC3)cc2)cc1 | 1.6
Cc1csc(SCC(=O)NC2CCS(=O)(=O)C2)n1 (stereo not drawn) | -2.7
CCN(CC)C(=O)c1nc[nH]c1C(=O)N(CC)CC | -1.3
O=C(COC(=O)c1ccc([N+](=O)[O-])o1)Nc1ccc2c(c1)OCO2 | -0.1
Cn1nnnc1Sc1ncnc2scc(-c3ccccc3Br)c12 | 1.5
COc1ccc(/C=C/C(=O)OCC(=O)NC2CC2)c(OC)c1 | -1.0
Cc1ccc(C(=O)OCC(=O)Nc2cc(C(C)(C)C)no2)c(C)c1 | -0.4
COC(=O)c1c(C)[nH]c(C(=O)C(C)OC(=O)c2cc(C)oc2C)c1C (stereo not drawn) | 0.4
CCn1c(SCC(=O)Nc2ccc3[nH]c(=O)[nH]c3c2)nc2ccccc21 | 3.5
O=C(COC(=O)C1CCCCC1)Nc1cccc(F)c1 | -0.1
CN=C(Nc1cccc(S(=O)(=O)N2CCOCC2)c1)c1ccccc1 | -1.1
CCCCN(C(=O)c1cc2c(s1)CCCCC2)c1c(N)n(CCC)c(=O)[nH]c1=O | -2.4
COCCN(Cc1ccccc1)C(=O)Cc1ccc(S(=O)(=O)N2CCOCC2)s1 | -1.3
O=C(NCC(=O)N1CCN(C(=O)c2ccccc2)CC1)c1ccc(Cl)cc1Cl | -0.6

# Further results:
STK33 inh	structure
-1.5	CCOC(=O)[C@H]1[C@H]2COc3ccc(Cl)cc3[C@@H]2N2C(=O)CN(Cc3ccc(Cl)cc3)C(=O)[C@@]12C
-0.1	O=C1N[C@@H](c2ccccc2)COC(=O)[C@@H](Cc2ccc(F)cc2)C/C=C\C[C@H]1CC(=O)N(CCO)Cc1ccccc1
-0.9	O=C(NOCc1ccccc1)c1ccc(Cl)cc1Cl
-0.3	CC(C)C(NC(=O)c1ccc(F)cc1)C(=O)N1CCN(c2ccccn2)CC1 (stereo not drawn)
-0.8	O=C(COC(=O)Cc1ccc(Cl)cc1)NCc1ccco1
-2.0	COc1ccc(-c2cc(C(=O)OCC(=O)N3CCCCC3)c3ccccc3n2)cc1OC
-0.9	COc1cc(NC(=O)c2cc(-c3ccccc3)nc3c2cnn3C(C)C)cc(OC)c1OC
-0.5	COc1ccc(NC(=O)Nc2ccc3c(c2)C(=O)N([C@H](C)CO)C[C@H](C)[C@@H](CN(C)C(=O)Nc2ccc4c(c2)OCO4)O3)cc1
-2.2	COc1ccccc1NS(=O)(=O)c1cccc(C(=O)N2CCCC2)c1
-0.4	c1nc(NCc2ccc3c(c2)OCO3)c2cc(-c3ccc4c(c3)OCCO4)ccc2n1
-1.4	Cc1ccc(S(=O)(=O)N2[C@@H](c3ccc(Br)cc3)C(C(=O)O)=CC[C@H]2c2ccc(C(C)C)cc2)cc1
-1.5	O=C(OCC(=O)N1CCCC1)c1c[nH]c2ccccc12
-2.0	Cc1nn(CC(=O)Nc2cc(S(=O)(=O)N3CCOCC3)ccc2Cl)c(C)c1[N+](=O)[O-]
2.9	NC1(C#Cc2ccc3c(=O)c4ccccc4sc3c2)CCCCC1
-1.1	O=C(NCC1CCCO1)c1cccc(S(=O)(=O)Nc2ccc(SC(F)F)cc2)c1 (stereo not drawn)
0.0	O=C(Nc1cc(C(F)(F)F)ccc1N1CCCC1)C1CCCO1 (stereo not drawn)
0.7	O=S(=O)(N(Cc1ccccc1)[C@@H](CO)Cc1ccccc1)N(Cc1ccccc1)[C@@H](CO)Cc1ccccc1
-0.4	CC(C)(C)OC(=O)NCc1ccc(CNC(=O)c2ncn(Cc3ccccc3)c2C(=O)NCc2ccc(CNC(=O)OC(C)(C)C)cc2)cc1
0.3	N#Cc1ccc(NC(=O)CSc2nc3[nH]c(=O)cc(O)c3s2)cc1
0.0	Cc1ccc(C2(c3ccccc3)NC(=O)N(CC(=O)N(C)C3CCS(=O)(=O)C3)C2=O)cc1C (stereo not drawn)

# Following part:
STK33 inh	structure
0.1	S=C(NC1CC1)SCc1ccco1
0.2	COc1cccc(NC(=O)CN(C)CC(=O)Nc2ccc3c(c2)OCO3)c1
0.0	CCOC(=O)C1CCN(C(=O)CCNS(=O)(=O)c2ccc(C)cc2)CC1
0.5	O=C(CCCN=C1NS(=O)(=O)c2ccccc21)Nc1ccc(Cl)cc1
1.2	CC(=O)Nc1ccc(NC(=O)C(C)Sc2nnc(-c3ccc4c(c3)OCO4)o2)cc1 (stereo not drawn)
-0.7	CCOc1ccccc1N1CCN(C(=O)c2ccc3nc(N)sc3c2)CC1
-1.7	Cc1ccc(NC(=O)Nc2ccccc2F)cc1S(=O)(=O)N1CCOCC1
2.3	CN(Cc1ccccc1N1CCCC1)C(=O)c1cc2cc(Cl)ccc2o1
-0.6	O=C(CN1CCN(c2cccc(C(F)(F)F)c2)CC1)N(C1CCCC1)C1CCS(=O)(=O)C1 (stereo not drawn)
-0.4	CCOc1cc(N2CCOCC2)c(OCC)cc1NC(=O)CSc1nc(N)cc(=O)[nH]1
-0.2	O=S(=O)(c1ccc(Br)s1)N1CCN(CCc2ccccc2)CC1
-1.4	COc1ccc([C@H]2CC(=O)C=C(c3ccc(F)cc3OCc3ccccc3)C2)cc1OC
-1.2	CCC/C(=C1/c2ccccc2C(=O)N1c1ccccc1)c1ccc2c(c1)OCCO2
-0.6	Cc1ccc(S(=O)(=O)NCCC(=O)NNC(=O)COc2ccc(Br)cc2)cc1C
1.4	O=C(COC(=O)c1ccc(O)cc1)Nc1cccc(S(=O)(=O)NC2=NCCC2)c1
0.4	O=C(CNC(=O)c1ccco1)Nc1ccc(N2CCCCCC2)cc1
0.4	CCN(CC)S(=O)(=O)c1ccc(NC(=O)COc2cccc(-n3cnnn3)c2)cc1
0.4	O=C(NCC1CCCO1)c1ccc(Br)c(S(=O)(=O)N2CCOCC2)c1 (stereo not drawn)
-1.2	Cc1ccc(S(=O)(=O)N2CCOCC2)cc1C(=O)N1CC(C)CC(C)C1 (stereo not drawn)
1.2	O=C(Nc1cccc(S(=O)(=O)N2CCCCCC2)c1)c1ccc(Cl)nc1

# (more compounds)
STK33 inh	structure
0.0	CCCn1nc(C(=O)N2CCc3ccccc32)c2ccccc2c1=O
0.7	COc1ccc(NC(=O)CSc2nnc(-c3ccc(F)cc3)o2)cn1
-0.2	Cc1csc(=O)n1CCC(=O)OCc1nnc(-c2ccccc2Cl)o1
0.8	Cc1ccccc1-c1nnc(SC(C)C(=O)NC2CCCC2)o1 (stereo not drawn)
-0.3	CC1CN(C(=O)CSc2nnc(-c3cccs3)n2N)CC(C)O1 (stereo not drawn)
-1.6	COCc1c(C(=O)N2CCN(S(=O)(=O)c3ccccc3Cl)CC2)oc2ccccc12
-1.0	CCN(CC)C(=O)CSc1nnc(SC(C)C(=O)NC2CC2)s1 (stereo not drawn)
0.3	COc1ccc(CCNC(=O)CN(C)S(=O)(=O)c2cccs2)cc1
0.5	c1ccc2cc(CCO[C@H]3CCCCO3)ncc2c1
0.1	CCc1ccc(NC(=O)C(C)Sc2ccc(S(=O)(=O)N3CCN(C)CC3)cn2)cc1 (stereo not drawn)
-0.4	CC(=O)Nc1ccc(NC(=O)CCN2C(=O)C3CC=CCC3C2=O)cc1 (stereo not drawn)
2.0	Cc1c(NC(=O)C(C)Oc2cccc(F)c2)c(=O)n(-c2ccccc2)n1C (stereo not drawn)
-0.4	O=S(=O)(NCCCCNS(=O)(=O)c1c(F)cccc1F)c1ccc2c(c1)OCCO2
0.1	CN(Cc1cnn(Cc2ccccc2)c1)C(=O)CN=C1NS(=O)(=O)c2ccccc21
